Source: PubChem (several laboratories)
RBBP9 inh: human RBBP9 inhibitors, primary screen, biochemical, fluorescence polarization, FP-Rh probe, HTS; inhibition, % at 7.94 µM; AID 1515, 2009; recombinant RBBP9; actives 0.2% (n = 220,000); Serine hydrolase RBBP9 (Homo sapiens), O75884;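 active = inhibition above the campaign mean of all tested compounds plus 3 SD, cut at about 14% in these data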;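 also: plate controls were DMSO wells with RBBP9 for no effect and wells lacking RBBP9 protein for full effect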
Target sequence (O75884 whole entry, looked up): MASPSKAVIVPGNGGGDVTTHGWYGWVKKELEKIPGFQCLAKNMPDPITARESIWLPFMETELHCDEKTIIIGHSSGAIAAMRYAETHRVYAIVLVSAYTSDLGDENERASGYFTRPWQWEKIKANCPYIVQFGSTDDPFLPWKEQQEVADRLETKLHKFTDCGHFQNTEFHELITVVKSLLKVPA
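system = RBBP9 protein | input = RBBP9 at 2.5 µM in dispensed solution, before mixing | measured by = fluorescence polarization (mP), excitation 525 nm, emission 598 nm | incubation = enzyme-compound preincubation 30 min, then probe labeling 45 min, 25 °C | buffer or medium = Tris-NaCl-Pluronic buffer, pH 8.0 | compound = single dose 7.94 µM | also added = FP-Rh probe, 375 nM dispensing solution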
Ba/F3 V617F tox: reduced viability of JAK2V617F-dependent Ba/F3 cells, primary screen, JAK2V617F inhibitor project, cell-based, Ba/F3 EpoR-JAK2V617F, luminescence | inhibition, % at 5.6 µM | AID 1446, 2008 | ATP luminescence | actives 1.1% (n = 220,000);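 active = inhibition above the campaign mean plus 3 SD over all tested compounds, cut at about 24% in these data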;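 also: cytokine-independent growth of Ba/F3 cells driven by EpoR plus mutant JAK2; 0% = DMSO-treated cells and 100% = JAK inhibitor I control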
NPY2 pot ag: NPY-Y2 potentiators or agonists, primary screen, cell-based; cells expressing NPY-Y2, potentiator/agonist read-out; activation, % at 3.6 µM; actives 0.45% (n = 220,000); Neuropeptide Y receptor type 2 (Homo sapiens), P49146; in the data active = activation above about 27%;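 also: cells stimulated with NPY near EC25 plus isoproterenol at EC100; 0% = vehicle plus submaximal agonist and 100% = vehicle plus saturating agonist; some results beyond the cut were filed as inactive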
Target sequence (P49146 whole entry, looked up): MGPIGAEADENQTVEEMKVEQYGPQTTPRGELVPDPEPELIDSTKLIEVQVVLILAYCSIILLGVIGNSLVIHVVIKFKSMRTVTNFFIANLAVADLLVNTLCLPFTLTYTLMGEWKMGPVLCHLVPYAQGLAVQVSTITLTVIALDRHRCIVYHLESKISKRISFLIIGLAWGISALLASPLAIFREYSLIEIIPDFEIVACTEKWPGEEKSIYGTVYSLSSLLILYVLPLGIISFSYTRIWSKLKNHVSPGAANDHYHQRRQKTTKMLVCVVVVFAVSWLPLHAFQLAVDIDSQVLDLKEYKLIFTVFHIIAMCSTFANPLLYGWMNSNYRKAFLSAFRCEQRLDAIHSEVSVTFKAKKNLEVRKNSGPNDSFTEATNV
NPY1 pot ag: NPY-Y1 receptor potentiators or agonists, primary screen, cell-based. actives 0.37% (n = 220,000). Neuropeptide Y receptor type 1 (Homo sapiens), P25929. AID 1304, 2008. NPY-Y1 expressing cells, potentiator/agonist activation. activation, % at 3.6 µM; in the data active = activation above about 33%, passing the limit was not always enough;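 also: cells stimulated with NPY at EC10 then isoproterenol at EC100; 0% = low agonist plus stimulus and 100% = saturating agonist plus stimulus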
NPY-Y1 antag: NPY-Y1 receptor antagonists, primary screen, cell-based. actives 1% (n = 200,000). inhibition, % at 3.6 µM. HEK293-CNG Y1 cells, membrane potential fluorescence; NPY at EC95, then isoproterenol. Neuropeptide Y receptor type 1 (Homo sapiens), P25929;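 active = inhibition above the campaign mean inhibition of all tested compounds plus 3 SD, cut at about 20% in these data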;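 also: 0% = DMSO wells given NPY plus isoproterenol and 100% = isoproterenol alone without NPY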
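Test system: HEK293 cells co-expressing NPY Y1 receptor and cyclic-nucleotide gated channel; Also added: NPY (25 nM), isoproterenol (1 µM), Ro 20-1724 (25 µM); Compound dosing: one concentration, 3.6 µM, in 0.4% DMSO; Timing: dye 3 h, compound 60 min room temperature, stimulation 45 min; Technique: Membrane-potential fluorescent dye readout.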
S1P4 antagonist: S1P4 receptor antagonists, primary screen, cell-based | inhibition, % at 4.98 µM | Sphingosine 1-phosphate receptor 4 (Homo sapiens), O95977 | S1P4-expressing cells, antagonist mode, reporter read-out | actives 0.26% (n = 220,000); in the data active = inhibition above about 29%;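 also: 0% = wells stimulated with agonist and 100% = vehicle wells without agonist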
Target sequence (O95977 whole entry, looked up): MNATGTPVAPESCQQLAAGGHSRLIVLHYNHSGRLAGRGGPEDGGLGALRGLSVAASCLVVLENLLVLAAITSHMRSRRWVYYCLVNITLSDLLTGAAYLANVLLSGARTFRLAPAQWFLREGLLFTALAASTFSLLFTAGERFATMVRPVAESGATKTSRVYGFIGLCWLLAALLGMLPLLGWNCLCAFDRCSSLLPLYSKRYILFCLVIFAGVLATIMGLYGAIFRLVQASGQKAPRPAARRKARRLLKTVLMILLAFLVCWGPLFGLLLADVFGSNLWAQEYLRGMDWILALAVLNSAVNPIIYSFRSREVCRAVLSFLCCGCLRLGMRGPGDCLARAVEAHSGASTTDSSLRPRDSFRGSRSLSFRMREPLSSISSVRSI
S1P4 agonist: S1P4 receptor agonists, primary screen, cell-based. S1P4-expressing cell line, agonist reporter assay. activation, % at 4.98 µM. actives 0.35% (n = 220,000). AID 1509, 2009; in the data active = activation above about 11%;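 also: 0% = DMSO vehicle and 100% = reference agonist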
BaF3 parental: parental Ba/F3 cell viability inhibition, counter-screen for JAK2V617F inhibitor project, murine pro-B, CellTiter-Glo luminescence. CellTiter-Glo ATP luminescence. AID 1486, 2009. actives 1.1% (n = 220,000). inhibition, % at 5.6 µM;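 active = inhibition above a per-campaign cutoff, the mean inhibition of all tested compounds plus 3 SD, cut at about 27% in these data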;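 also: 0% = DMSO wells and 100% = JAK Inhibitor I control wells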
Runt-CBFb FRET: inhibitors of RUNX1 Runt–CBFb binding, primary screen, biochemical, FRET, Cerulean-Runt, Venus-CBFb, uHTS; Runt-related transcription factor 1 (Homo sapiens) + Core-binding factor subunit beta …; inhibition, % at 20 µM; actives 0.46% (n = 220,000); Cerulean-Runt/Venus-CBFb FRET ratio 530/480, 1 h;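 active = inhibition over about 50% at 20 µM in the single-dose screen, limit read from the data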;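 also: 0% = DMSO wells and 100% = excess unlabeled CBFb competitor control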
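System: Cerulean-labeled Runt domain protein | Quantity: 100 nM of each labeled protein | Schedule: 1 h compound exposure, room temperature | Detection: Fluorescence energy transfer, 422 nm excitation, 530/480 nm emission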
The depositor's hits bear a star; . = not tested or not shown.

Screens in order: NPY-Y1 antag	S1P4 agonist	NPY1 pot ag	Ba/F3 V617F tox	RBBP9 inh	NPY2 pot ag	S1P4 antagonist	BaF3 parental	Runt-CBFb FRET
O=C(CSc1ncn[nH]1)Nc1ccc(Br)cc1F
 : -3.6	-2.0	3.4	-7.5	-3.0	13.1	2.0	-0.4	3.5
O=C(CN1C(=O)COc2ccccc21)N1CCc2ccccc21
 : -5.2	0.1	-8.2	4.8	-7.4	-7.5	1.7	7.0	0.2
Cc1noc(C)c1-c1nc(CS(=O)(=O)c2ccc(F)cc2)no1
 : .	0.7	11.2	-2.6	-9.7	16.5	8.6	0.6	0.7
O=C1Nc2ccccc2N(O)N1c1cc(-c2cccc(Cl)c2)no1
 : 1.9	0.3	-7.5	-4.4	0.4	0.2	-3.2	-2.0	1.0
O=C(CC(=O)Nc1ccccc1C(=O)O)NNC(=O)Cc1ccccc1
 : .	-1.5	15.2	1.7	1.6	-12.3	0.8	-0.1	4.8
CN(Cc1ccccc1)C(=O)COc1cc(=O)n(C)c2ccccc12
 : -1.5	0.4	-3.8	-4.8	-8.5	3.5	3.8	0.1	1.3
c1cncc(CNc2c3c(nc4nnnn24)CCCC3)c1
 : 3.0	0.1	9.1	-2.7	-7.2	3.0	-10.4	3.5	1.9
CCC(N)C12CC3CC(CC(O)(C3)C1)C2 (configuration not stated)
 : -1.8	3.5	3.5	-2.6	9.8	14.9	13.6	2.5	0.7
CC(=O)Nc1ccccc1-c1nnn(CC(=O)Nc2ccc3c(c2)OCCO3)n1
 : -1.2	1.6	14.9	-4.0	-6.7	-4.5	-31.7	-5.1	0.5
O=C(CN1C(=O)NC2(CCCCCC2)C1=O)c1ccc2c(c1)OCCO2
 : -2.8	-0.2	8.0	0.3	-5.8	-7.5	0.8	1.2	0.4
O=C1CC(c2ccc(Cl)cc2)n2nc(N3C(=O)CCC3=O)nc2N1 (configuration not stated)
 : 0.3	0.7	-7.1	-5.8	-0.8	-12.3	-19.4	-0.9	0.1
COc1ccc(NC(=O)/C(C#N)=C/c2ncc([N+](=O)[O-])n2C)c(OC)c1
 : .	1.9	11.1	-0.3	-12.1	2.5	11.2	-5.5	1.8
Cc1cc2ncn(CCC(=O)NC3CCCC3)c2cc1C
 : 6.1	0.6	-7.0	4.0	0.2	-6.1	10.0	10.6	-0.7
COc1ccc2c(c1)SC(C)CC2=O (configuration not stated)
 : 0.7	-4.1	-3.9	-1.1	-2.8	2.6	-25.1	0.3	2.3
O=C(C1CCCCC1)N1CCCC(c2nc(-c3ccc(F)cc3)no2)C1 (configuration not stated)
 : 0.2	-2.2	-19.9	-6.0	-5.9	-7.8	0.9	-1.4	-5.4
Oc1[nH]c2ccccc2c1C=NCC1CCCO1 (configuration not stated)
 : -7.6	4.3	-5.9	0.6	-11.1	5.8	-3.9	3.6	0.5
O=C(CN1CCCC1)N1c2ccccc2C=Cc2ccccc21
 : 2.8	0.0	-8.6	-1.3	12.3	-6.4	2.2	1.5	0.8
CN(C)c1ccc(N=Cc2nc(-c3ccccc3)oc2OC(=O)c2cccc(Cl)c2)cc1
 : -5.0	0.8	11.2	5.8	-6.3	7.3	-3.3	4.9	-7.2
Cc1cccc(CSC2=NN3CCCC(=O)N=C3S2)c1
 : 6.1	1.2	-28.4	2.3	-3.2	3.9	-7.2	5.8	-2.8
O=C(NCc1n[nH]c(=S)n1-c1ccccc1)c1cccs1
 : 2.0	2.3	8.4	1.0	-4.3	8.4	0.1	5.3	3.4

New compounds follow
Screens in order: NPY-Y1 antag	S1P4 agonist	NPY1 pot ag	Ba/F3 V617F tox	RBBP9 inh	NPY2 pot ag	S1P4 antagonist	BaF3 parental	Runt-CBFb FRET
O=C(CNC(=O)c1ccccc1F)NCCOc1cccc(Cl)c1Cl
 : 4.4	-2.5	-23.9	4.7	0.6	2.9	-76.6	8.4	-3.6
COc1ccc(/C=N/NC(=O)c2ccc3nc[nH]c3c2)cc1OC
 : .	0.7	6.5	2.2	-6.5	-2.1	1.6	-1.6	-0.7
COc1ccc2[nH]c(C)c(CN3CCC(C)CC3)c(=O)c2c1
 : -2.2	2.0	2.7	-2.8	-3.6	1.9	-20.3	3.8	-1.4
Cc1nn(Cc2ccccc2Cl)c(C)c1C(=O)NCCN1C(=O)S/C(=C\c2ccccc2)C1=O
 : -1.1	0.1	6.7	0.0	-4.4	7.6	-11.4	3.9	0.0
C/C(=N\Nc1cccc(Cl)c1)c1ccncc1
 : -12.3	0.2	39.0*	-4.5	-3.0	39.8*	1.5	5.0	1.3
CCOC(=O)n1cc(-c2cnc(CNC(=O)C(C)(c3ccccc3)c3ccccc3)o2)c2ccccc21
 : 0.2	0.8	-22.2	1.7	-10.2	-13.7	-10.0	7.9	-3.8
O=C(Nc1ccc2c(c1)OCCO2)C1CCCN(S(=O)(=O)c2cnc[nH]2)C1 (configuration not stated)
 : 0.5	2.8	-9.6	1.5	-6.8	-2.4	-3.5	-1.3	-0.9
CCC1C(=O)N=C(SCC(=O)NC2CCCCC2)NC1=O (configuration not stated)
 : -0.8	-1.0	-3.7	-2.0	-4.0	-6.8	-0.6	-0.4	0.0
COc1ccc(N2CCN(c3nc(Nc4ccc(F)cc4)nc(OC)n3)CC2)cc1
 : 0.9	0.0	-0.4	-1.9	-7.1	6.7	-15.0	2.6	.
O=c1[nH]cnc(O)c1C(c1cccc([N+](=O)[O-])c1)c1c(O)nc[nH]c1=O
 : .	0.6	-0.1	3.9	-1.3	2.0	-6.2	0.5	-0.3
Clc1ccc(-c2csc3ncnc(Cl)c23)cc1
 : -1.2	-1.4	2.4	-3.6	-8.8	9.6	-4.9	0.5	5.9
CCOc1ccc2noc3c2c1C(=O)c1ccccc1-3
 : 2.8	1.4	4.6	-1.0	13.7	5.5	-0.4	1.4	2.0
Cc1sc(NC(=O)C2CCCCC2C(=O)O)c(C(N)=O)c1C (configuration not stated)
 : 3.7	-1.7	-6.4	2.4	-2.6	0.2	-10.3	3.5	5.0
CCc1nc(OCCN(C)C)c2oc3ccccc3c2n1
 : -0.1	-0.6	-18.1	4.8	-2.2	-14.8	-0.3	2.4	0.3
CCCc1nnc2n1N=C(c1ccc([N+](=O)[O-])cc1)CS2
 : .	-1.1	-10.6	-2.4	-7.0	-2.7	-21.1	4.8	1.2
O=C(c1cccc(F)c1)N1CCc2ccccc21
 : 0.8	-0.3	-8.3	3.1	-2.7	0.8	6.4	9.1	2.3
COC(=O)C1CCN(S(=O)(=O)c2c(C)n(C)c(=O)n(C)c2=O)CC1
 : 0.8	0.6	6.8	-2.5	-2.5	-0.2	-13.3	6.6	-1.0
O=C(NC1CCCC1)C(c1ccncc1)N(Cc1ccco1)C(=O)c1ccc(-c2ccccc2)[nH]1 (configuration not stated)
 : -5.8	-1.2	-14.2	3.6	-7.6	-14.1	46.8*	2.6	5.2
CC(C)C1Nc2ccc(C(=O)O)cc2C2C=CCC21 (configuration not stated)
 : 0.7	2.9	10.7	-0.8	3.0	12.8	-9.3	6.6	10.5
Nc1nonc1C(=O)NCCNS(=O)(=O)c1ccc(F)cc1
 : -1.8	-0.7	-9.0	-4.9	-8.3	5.6	-16.3	1.3	0.7

Later entries.
Screens in order: NPY-Y1 antag	S1P4 agonist	NPY1 pot ag	Ba/F3 V617F tox	RBBP9 inh	NPY2 pot ag	S1P4 antagonist	BaF3 parental	Runt-CBFb FRET
Cc1ccc(C2=N/C(=C\c3cccnc3)C(=O)O2)cc1
 : 3.2	-0.8	10.5	1.8	-10.9	0.2	-10.4	8.3	-2.4
COc1ccc(C(=O)NC2CCN(C(=O)NC3CCCCC3)CC2)cc1
 : 1.7	1.1	-6.3	-1.1	-6.1	1.4	-24.1	1.1	0.3
Cc1nnc(-c2ccc(Cl)cc2)nc1NCCN(C)C
 : 2.6	-1.3	-19.8	6.8	-6.0	-12.1	-17.8	10.6	-0.2
O=C(CCCCCn1c(=O)[nH]c2ccsc2c1=O)NCc1cccs1
 : -1.1	0.9	12.3	-2.4	0.3	2.9	-12.8	-1.3	0.2
CCCS(=O)(=O)N1CCC(C(=O)NCCCN(C)Cc2ccccc2)CC1
 : 2.6	1.4	-22.2	-1.2	-4.7	12.8	-10.8	-3.3	1.6
COc1ccc(CNC(=O)Oc2ccccc2)cc1Cl
 : 0.6	-0.7	-15.5	0.5	4.3	6.9	1.1	1.5	-1.1
CCOP(=O)(OCC)C(Nc1ccc(C)cc1)c1ccco1 (configuration not stated)
 : -5.1	1.5	13.1	0.7	-8.1	-1.6	3.8	7.5	.
CO/N=C(/c1nonc1N)N1CCN(c2ccc([N+](=O)[O-])cc2)CC1
 : 3.3	0.6	-4.4	4.0	2.5	-0.9	-3.1	1.5	-2.6
COc1ccccc1NC(=O)Cc1cccs1
 : -1.8	1.8	-16.9	0.8	-0.2	-2.5	2.8	4.8	0.7
CC(Sc1ccccc1)C(=O)NN=C1CCCCCCC1 (configuration not stated)
 : 2.9	0.4	-4.7	2.2	-6.0	-15.9	1.9	3.0	0.5
COc1ccccc1CCNC(=O)CSc1nc(-c2ccco2)cc(C(F)(F)F)n1
 : 0.7	0.6	-3.6	0.2	-1.6	-4.2	-4.9	10.5	-11.2
Cc1cccc(C)c1NC(=O)CCCSc1nnnn1C
 : 0.6	-0.3	3.3	3.5	-3.0	-3.2	1.9	2.5	-0.2
CCC(/C=C1\Sc2ccc(OC)cc2N1CC)=C\c1sc2ccc(OC)cc2[n+]1CCCS(=O)(=O)[O-]
 : -1.2	0.0	8.1	0.6	-63.5	-2.0	-6.0	13.2	34.6
O=C1C2C3CCCC3=C3CCCC3C2C(=O)N1c1ccccc1 (configuration not stated)
 : 2.8	1.0	10.8	-2.1	-8.1	-7.1	11.8	1.6	-1.8
CCOC(=O)Cc1csc(NC(=S)NC(=O)c2ccccc2)n1
 : 6.7	1.3	-27.2	-2.9	2.7	-13.7	-5.0	-1.0	2.6

Outcome played no part in choosing rows, and some 3.6% of all compounds hit somewhere here.
